# Assay outcomes (PubChem)
# A350 autofl: A350 region autofluorescence | Compound autofluorescence, 340/450 nm, Alexa 350 dye-equivalents; active compounds read high | max dye-equivalent concentration, M | 59,000 tested, 11% active
# Fluorescein autfl: fluorescein region autofluorescence; Compound autofluorescence, 480/540 nm, fluorescein-equivalent; active compounds read high; AID 593; max fluorescein-equivalent concentration, M; 59,000 tested, 0.91% active; in the data active = max fluorescein-equivalent concentration above about 10 nM; inconclusive = between about 1.1 nM and that limit
#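 Compounds (23 nL) in 100 mM Tris pH 8.0, 15 min at room temperature, then fluorescence read at 480 nm excitation/540 nm emission. Signal converted to fluorescein-equivalent concentration from an on-plate fluorescein standard curve.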
# Epigenetic mod: epigenetic modulators derepressing GFP locus in mouse cells | mouse C127i GFP locus derepression, cytometry, 30 h | Potency, µM (doses to about 46.1 µM), for the others: top-dose GFP derepression (activation) | 68,000 tested, 0.09% active; active = well fitted curve in the direction sought with a large enough effect; inconclusive = small, poorly fitted or top-dose-only effect; also: % of control where 0% means no effect
#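 Murine C127i mammary cells carrying a silenced, stably integrated CMV-driven GFP reporter were treated with compound for 30 hours at 37 C. After PBS washes, GFP-positive cells were counted by laser-scanning microplate cytometry.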
# 4MU fluor: compound fluoresces in the 4-MU spectral region. 59,000 tested, 11% active. compound autofluorescence, 340/450 nm, 4-MU equivalents; active compounds read high. max dye-equivalent concentration, M
#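 Compounds in 100 mM Tris, pH 8.0, sat 15 min at room temperature before fluorescence was read at 340 nm excitation/450 nm emission; a per-plate six-point 4-MU standard curve converted signals to dye-equivalent concentration at each compound concentration.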
# The depositor's hits bear a star; i = inactive; ? = inconclusive; [ ] = dose if it differs, or a comment. Rule as the data show it, unless noted: active = max dye-equivalent concentration above about 10 nM; inconclusive = mostly about 1.1 nM to 9.6 nM; inactive = weaker than that.
SMILES,A350 autofl,Fluorescein autfl,Epigenetic mod,4MU fluor
Cc1c(N2C(=O)SC(CC(=O)O)C2=O)c(=O)n(-c2ccccc2)n1C (stereo not drawn),i,i,5.9%[20.6 µM],i
CCC(=O)Oc1ccc(/C(CC)=C(\CC)c2ccc(OC(=O)CC)cc2)cc1,i,?,5.0%[20.6 µM],i
CN1CCN(C(=O)CSc2nc(-c3cccs3)ccc2C#N)CC1,2.95e-07M*,?,0.0%[20.6 µM],2.59e-07M*
COc1ccc(C(=O)c2sc(NC(C)C)nc2N)cc1OC,i,i,-3.7%[20.6 µM],i
C=CCNc1nc(C)nc(OC)n1,i,i,0.0%[20.6 µM],i
CC(NC(=O)OCc1ccccc1)C(=O)OCN1C(=O)c2ccccc2C1=O (stereo not drawn),i,i,-2.6%[20.6 µM],i
COc1cccc(NC(=O)C2CC(=O)n3cnnc3S2)c1 (stereo not drawn),i,?,0.0%[20.6 µM],i
CCCCOc1ccc(C(=O)N2CCCC2C(=O)O)cc1 (stereo not drawn),i,?,2.6%[20.6 µM],i
CCCCCn1c2nc3ccccc3nc2c2c(=O)n(CC(C)C)cnc21,1.16e-08M*,i,5.9%[20.6 µM],1.28e-08M*
Cn1c(=O)c2c(nc(NCc3ccc4c(c3)OCO4)n2Cc2ccc(F)cc2)n(C)c1=O,i,i,2.3%[20.6 µM],i
COC(=O)CSc1nc(-c2cccs2)ccc1C#N,2.23e-07M*,i,2.3%[20.6 µM],1.96e-07M*
O=c1c(F)cn(C2CCCO2)c(=O)n1Cc1ccccc1Cl (stereo not drawn),i,?,-1.2%[20.6 µM],i
CCCCCOC(=O)C(C)c1c(C)[nH]c(=S)[nH]c1=O (stereo not drawn),i,i,-3.8%[20.6 µM],i
CCSc1nnc(NC(=O)C(C)(C(F)(F)F)C(F)(F)F)s1,i,i,-0.4%[20.6 µM],i
CCN(CC)C(=O)CSC1=C(C#N)C(c2ccco2)C(C(=O)OCCOC)=C(C)N1 (stereo not drawn),1.27e-08M*,i,-1.7%[20.6 µM],1.12e-08M*
CCCCc1nc(N2CCOCC2)c(C#N)c2c1CCCC2,3.54e-08M*,i,2.6%[20.6 µM],3.01e-08M*
CC(=O)c1cc(C#N)c(SCc2ccncc2)nc1C,i,?,0.0%[20.6 µM],i
COC(=O)/C(=C1/Oc2cc(C)oc(=O)c2S1)C(F)(F)F,i,?,10µM*,i
CC(C)c1cc(NCCN2CCOCC2)n2c(nc3ccccc32)c1C#N,6.07e-08M*,?,-4.8%[20.6 µM],5.76e-08M*
COC(=O)c1sc(NC(=O)C(C)C)c(C(=O)OC)c1C,i,i,7.4%[20.6 µM],i
CC(C)Cc1nc(N2CCN(C(=O)Cc3ccccc3)CC2)c(C#N)c2c1COC(C)(C)C2,3.33e-08M*,i,-2.6%[20.6 µM],2.79e-08M*
O=C(c1ccccc1F)N1CCC(N2CCCCCC2)CC1,i,i,6.1%[20.6 µM],i
Cc1ccc(C2CC(C(F)(F)F)n3ncc(C(N)=O)c3N2)cc1 (stereo not drawn),i,?,0.0%[20.6 µM],i
COc1ccc(/C=C(/C#N)c2cccnc2)cc1OC,i,i,1.5%[20.6 µM],i
CC1(C)CC(=O)C(C2=NC(C)(C)Cc3ccccc32)=C(O)C1,i,i,0.0%[20.6 µM],i
CCCCCCOc1ccc(N2C(=O)CC(N3CCN(C(=O)c4ccco4)CC3)C2=O)cc1 (stereo not drawn),i,i,-3.2%[20.6 µM],i
Cc1nn(CC(=O)N2CCOCC2)c(=O)c2ccccc12,i,i,-2.6%[20.6 µM],i
Cn1cc(Cl)nc1C(O)c1ccccc1 (stereo not drawn),i,?,0.0%[20.6 µM],i
CC(C)CSc1nc(N2CCOCC2)c2c(c1C#N)CC(C)(C)SC2,i,i,2.6%[20.6 µM],i
C=C(C)CSc1nc(N)c2c3c(sc2n1)CCC3,?,i,7.6%[20.6 µM],?

# A draw from above in order of molar mass, highest first.
SMILES,A350 autofl,Fluorescein autfl,Epigenetic mod,4MU fluor
O=c1c(F)cn(C2CCCO2)c(=O)n1Cc1ccccc1Cl (stereo not drawn),i,?,-1.2%[20.6 µM],i
C=C(C)CSc1nc(N)c2c3c(sc2n1)CCC3,?,i,7.6%[20.6 µM],?
COc1ccc(/C=C(/C#N)c2cccnc2)cc1OC,i,i,1.5%[20.6 µM],i

# Carrying on.
SMILES,A350 autofl,Fluorescein autfl,Epigenetic mod,4MU fluor
C=CCNc1nc(NCc2ccccc2)c(C#N)c2c1CN(C)CC2,1.24e-07M*,i,-2.6%[20.6 µM],9.96e-08M*
COc1cccc(C2=CC(c3ccccc3)n3nnnc3N2)c1 (stereo not drawn),i,?,0.0%[20.6 µM],i
CCCc1cc(=O)oc2c(C)c(O)c(CN3CCCCC3)cc12,8.79e-06M*,i,-7.2%[20.6 µM],7.85e-06M*
CCCOc1ccc(N2C(=O)CC(N(Cc3ccc(S(N)(=O)=O)cc3)C(=O)CC)C2=O)cc1 (stereo not drawn),i,i,2.3%[20.6 µM],i
CCOC(=O)C(CC(=O)O)N1CCCCC1 (stereo not drawn),i,?,-3.7%[20.6 µM],i
CC1(C)O[C@@H]2C[C@H]3[C@@H]4C[C@H](F)C5=CC(=O)CC[C@]5(C)[C@H]4[C@@H](O)C[C@]3(C)[C@]2(C(=O)CO)O1,?,i,0.0%[20.6 µM],?
CCc1nc(N2CCN(C(=O)c3ccccc3)CC2)c(C#N)c2c1COC(C)(C)C2,7.36e-08M*,i,-1.9%[20.6 µM],6.07e-08M*
COc1cc(-c2nn3c(-c4ccccn4)nnc3s2)cc(OC)c1OC,?,i,6.1%[20.6 µM],i
CC1(C)Cc2c(c(N3CCOCC3)nc3sc(C#N)c(N)c23)CS1,2.07e-07M*,i,-2.6%[20.6 µM],1.56e-07M*
Fc1ccc(-c2cnc[nH]2)cc1,i,i,-0.4%[20.6 µM],i
Cn1c(N2CCOCC2)nc2c1c(=O)n(Cc1ccc(Cl)c(Cl)c1)c(=O)n2C,i,i,-0.5%[20.6 µM],i
Cc1cc(=O)oc(C)c1C(=O)NCCNC(=O)c1c(C)cc(=O)oc1C,2.12e-08M*,i,7.7%[20.6 µM],1.82e-08M*
COc1ccc(-c2onc(C)c2-c2ccccc2)c(O)c1,i,i,-3.3%[20.6 µM],i
O=C(NCCc1ccccc1)/C(=N\O)c1ccccc1,i,i,-1.5%[20.6 µM],i
CN(C)CCCOC(=O)c1ccc(Cl)cc1Cl,i,?,7.5%[20.6 µM],i
COc1cccc(-c2nc(NC(C)(C)C)c3ccccc3n2)c1O,i,i,3.8%[20.6 µM],i
CSC1=C(C#N)C(c2ccc(C)s2)CC(=O)N1 (stereo not drawn),i,i,0.0%[20.6 µM],i
Cc1ccc(C2CC(c3cccs3)n3nc(N)nc3N2)cc1 (stereo not drawn),2.52e-08M*,i,3.8%[20.6 µM],2.23e-08M*

# Of the compounds above, these have sulfur.
SMILES,A350 autofl,Fluorescein autfl,Epigenetic mod,4MU fluor
Cc1c(N2C(=O)SC(CC(=O)O)C2=O)c(=O)n(-c2ccccc2)n1C (stereo not drawn),i,i,5.9%[20.6 µM],i
CN1CCN(C(=O)CSc2nc(-c3cccs3)ccc2C#N)CC1,2.95e-07M*,?,0.0%[20.6 µM],2.59e-07M*
COc1ccc(C(=O)c2sc(NC(C)C)nc2N)cc1OC,i,i,-3.7%[20.6 µM],i
COc1cccc(NC(=O)C2CC(=O)n3cnnc3S2)c1 (stereo not drawn),i,?,0.0%[20.6 µM],i
COC(=O)CSc1nc(-c2cccs2)ccc1C#N,2.23e-07M*,i,2.3%[20.6 µM],1.96e-07M*
CCCCCOC(=O)C(C)c1c(C)[nH]c(=S)[nH]c1=O (stereo not drawn),i,i,-3.8%[20.6 µM],i
CCSc1nnc(NC(=O)C(C)(C(F)(F)F)C(F)(F)F)s1,i,i,-0.4%[20.6 µM],i
CCN(CC)C(=O)CSC1=C(C#N)C(c2ccco2)C(C(=O)OCCOC)=C(C)N1 (stereo not drawn),1.27e-08M*,i,-1.7%[20.6 µM],1.12e-08M*
CC(=O)c1cc(C#N)c(SCc2ccncc2)nc1C,i,?,0.0%[20.6 µM],i
COC(=O)/C(=C1/Oc2cc(C)oc(=O)c2S1)C(F)(F)F,i,?,10µM*,i
COC(=O)c1sc(NC(=O)C(C)C)c(C(=O)OC)c1C,i,i,7.4%[20.6 µM],i
CC(C)CSc1nc(N2CCOCC2)c2c(c1C#N)CC(C)(C)SC2,i,i,2.6%[20.6 µM],i
C=C(C)CSc1nc(N)c2c3c(sc2n1)CCC3,?,i,7.6%[20.6 µM],?
CCCOc1ccc(N2C(=O)CC(N(Cc3ccc(S(N)(=O)=O)cc3)C(=O)CC)C2=O)cc1 (stereo not drawn),i,i,2.3%[20.6 µM],i
COc1cc(-c2nn3c(-c4ccccn4)nnc3s2)cc(OC)c1OC,?,i,6.1%[20.6 µM],i
CC1(C)Cc2c(c(N3CCOCC3)nc3sc(C#N)c(N)c23)CS1,2.07e-07M*,i,-2.6%[20.6 µM],1.56e-07M*
CSC1=C(C#N)C(c2ccc(C)s2)CC(=O)N1 (stereo not drawn),i,i,0.0%[20.6 µM],i
Cc1ccc(C2CC(c3cccs3)n3nc(N)nc3N2)cc1 (stereo not drawn),2.52e-08M*,i,3.8%[20.6 µM],2.23e-08M*

# An excerpt; the hit share may differ from the screen's.
